Assay outcomes from PubChem BioAssay.
DT40 TDP1 CPT: growth inhibition of DT40 Tdp1-/-;hTDP1 cells with camptothecin (screen for TDP1 inhibitors). chicken DT40 Tdp1-/-;hTDP1 cells + 20 nM CPT, ATP luminescence, 48 h. Potency, µM (titrated, usually from 46.2 µM), for inactives: at the highest dose activity change, negative = growth inhibition, actives largely listed as inhibitors. 12% of 420,000 active. AID 686979; also: nearly all actives have a fitted effect of over 55% in size
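Chicken DT40 Tdp1-/- cells complemented with human TDP1, 400 cells/well, exposed to compounds plus 20 nM camptothecin for at least 48 h at 37 C; viability read as ATP content by CellTiter-Glo luminescence.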
TDP1 cell noCPT: qHTS for Inhibitors of human tyrosyl-DNA phosphodiesterase 1 (TDP1): qHTS in cells in absence of CPT; DT40 Tdp1-/- hTDP1 cells, no CPT, ATP luminescence, 48 h; Potency, µM (highest dose often 46.2 µM), for the others: top-dose activity change, negative = growth inhibition, actives largely listed as inhibitors; 15% of 420,000 active; AID 686978, 2013; also: nearly all actives have a fitted effect of over 55% in size
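Camptothecin absent (DMSO only). Human TDP1-complemented DT40 knockout cells, 400 cells/well, 37 °C for minimum 48 hr; ATP measured via CellTiter-Glo, 30 min dark incubation, luminescence.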
KAT2A inh: GCN5L2 (KAT2A) acetyltransferase inhibition. GCN5L2 HAT assay, ThioGlo1 CoA-SH fluorescence. Potency, µM (doses to about 58.9 µM), for the others: at the top dose activity change, negative = inhibition, most hits filed as inhibitors. 0.21% of 390,000 active. AID 504327
Target sequence (Q92830 whole entry, looked up): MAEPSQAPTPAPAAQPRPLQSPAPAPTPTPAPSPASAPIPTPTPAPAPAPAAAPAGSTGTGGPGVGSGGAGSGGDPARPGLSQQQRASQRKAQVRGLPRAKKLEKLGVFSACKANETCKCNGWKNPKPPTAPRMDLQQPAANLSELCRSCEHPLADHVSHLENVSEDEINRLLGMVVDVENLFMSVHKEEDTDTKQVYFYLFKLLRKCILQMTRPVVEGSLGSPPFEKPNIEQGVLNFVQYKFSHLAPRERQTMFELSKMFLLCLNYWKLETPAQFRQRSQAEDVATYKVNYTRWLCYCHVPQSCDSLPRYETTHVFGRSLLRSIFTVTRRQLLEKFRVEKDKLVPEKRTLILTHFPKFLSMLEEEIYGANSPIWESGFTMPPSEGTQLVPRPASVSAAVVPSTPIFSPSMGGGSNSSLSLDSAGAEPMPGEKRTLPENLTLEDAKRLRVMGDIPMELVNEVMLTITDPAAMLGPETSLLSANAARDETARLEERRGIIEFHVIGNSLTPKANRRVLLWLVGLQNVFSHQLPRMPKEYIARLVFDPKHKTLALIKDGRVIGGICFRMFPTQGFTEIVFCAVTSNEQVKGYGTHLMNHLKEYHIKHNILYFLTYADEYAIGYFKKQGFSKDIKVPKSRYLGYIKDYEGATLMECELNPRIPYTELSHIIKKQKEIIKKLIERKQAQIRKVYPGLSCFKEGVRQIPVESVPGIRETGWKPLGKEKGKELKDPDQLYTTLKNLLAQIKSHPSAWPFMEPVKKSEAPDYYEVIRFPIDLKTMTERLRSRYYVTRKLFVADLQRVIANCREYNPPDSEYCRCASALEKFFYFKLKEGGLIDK
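Preincubate 20nM GCN5L2 with compound 15 min, RT → add 50uM ThioGlo1 + 75uM H3(1-25) + 70uM acetyl-CoA → read fluorescence 0 and 20 min. Primary qHTS; fluorescent artifacts likely.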
Numbers without * were called inactive; ? = inconclusive; . = no result given; & = joins results of further samples; [ ] = another dose, or the depositor's remark. Calls follow the shape of the dose curve; as a rule, active = well fitted curve in the direction sought with a large enough effect; inconclusive = small, poorly fitted or top-dose-only effect, or another doubt; inactive = no such curve, though single readings can be large; an effect the other way counts as inactive or inconclusive. % is scaled to controls: 0 for no effect and ±100 for the full control effect; potency is read from the fitted curve at half-maximal effect. Hits appear at their usual frequency (roughly 18% active in at least one column).

SMILES	DT40 TDP1 CPT	TDP1 cell noCPT	KAT2A inh
COc1ccc(S(=O)(=O)N(Cc2ccccc2)c2ccccc2C(=O)O)cc1	1%	0%	-11%
Cc1ccc(S(=O)(=O)NCCC(=O)OCC(=O)N(C)c2ccccc2)cc1	?	?	-7%
O=C(COC(=O)CNC(=O)c1ccc(Cl)cc1Cl)NNC(=O)c1ccccc1F	11%	-18%	-8%
O=C1C=C(c2ccc(F)cc2OCc2ccccc2)C[C@@H](c2ccc3c(c2)OCO3)C1	?	?	-5%
O=CN(c1ccccc1)c1ccc2ccccc2c1	0%	-18%	0%
CC1CCCN(S(=O)(=O)c2ccc3[nH]c(=O)cc(C(=O)NCCCN4CCCCCC4)c3c2)C1 (configuration not stated)	-29%	?	.
Cc1ccc(NC(=O)CSc2nnc(NC(=O)NC3CCCCC3)s2)cc1	3%	?	-1%
C=CCNC(=O)c1ccccc1CCc1ccccc1	-15%	10%	14%
COc1ccc2nc(N3C(=O)/C(=C/c4ccccc4)NC3=S)sc2c1	?	?	?
Cc1ccc(N2C(=S)N=C(Nc3ccccc3C)C23CCOC(C)(C)C3)cc1 (configuration not stated)	?	?	4%
O=C(CSc1nc2ncccc2[nH]1)Nc1cc(F)ccc1F	-3%	?	-2%
CCc1cccc(NC(=O)CCn2c(=O)c3cccn3c3cccnc32)c1	-22%	-17%	?
COc1ccc(-c2cc(C(=O)N3CCCC(C(F)(F)F)C3)c3ccccc3n2)cc1OC (configuration not stated)	?	21µM*	-6%
CC(=O)Nc1ccc(/C(C)=N/NC(=O)c2ccncc2)cc1	18%	-24%	-4%
CN(CC(=O)Nc1ccc(C#N)cc1)Cc1ccc(Cl)cc1	?	?	1%
Cc1ccc2cccc(S(=O)(=O)Nc3ccc4c(c3)OCO4)c2n1	-3%	-2%	-25%
CC1(C)CC(=O)C2=C(C1)OC(=O)C2(NC(=O)c1cccs1)C(F)(F)F (configuration not stated)	-4%	-16%	-1%
COc1ccccc1N(CN1C(=O)c2ccccc2C1=O)C(=O)c1cccc(C)c1	21µM*	?	5%
CC1=C(C(=O)N2CCOCC2)CC(CC(=O)NCCN2CCOCC2)C(=O)N1Cc1ccccc1 (configuration not stated)	5%	3%	.
CCOc1ccc(Cn2nnc(C(=O)Nc3ccc(Cl)cc3)c2N)cc1	2%	5%	-1%
CC1CN(c2nc3ccccc3nc2NS(=O)(=O)c2ccccc2)CC(C)O1 (configuration not stated)	-14%	-8%	-6%
CCOC(=O)C1(CCc2ccccc2)CCN(Cc2ccccn2)CC1	-18%	?	11%
Cn1c(=O)c(NC(=O)c2ccccc2)c2n(c1=S)CCCCC2	?	-22%	-3%
Fc1cccc(/C=N/Nc2nccnc2Cl)c1	12µM*	15µM*	-17%
COc1ccc(/C=N/Nc2nc(Nc3ccccc3)nc(N3CCCC3)n2)cc1	?	?	-2%

Reformatted in markdown: part of the list above.
| compound | DT40 TDP1 CPT | TDP1 cell noCPT | KAT2A inh |
| --- | --- | --- | --- |
| Cc1ccc(N2C(=S)N=C(Nc3ccccc3C)C23CCOC(C)(C)C3)cc1 (configuration not stated) | ? | ? | 4% |
| O=C(CSc1nc2ncccc2[nH]1)Nc1cc(F)ccc1F | -3% | ? | -2% |
| CCc1cccc(NC(=O)CCn2c(=O)c3cccn3c3cccnc32)c1 | -22% | -17% | ? |
| COc1ccc(-c2cc(C(=O)N3CCCC(C(F)(F)F)C3)c3ccccc3n2)cc1OC (configuration not stated) | ? | 21µM* | -6% |
| CC(=O)Nc1ccc(/C(C)=N/NC(=O)c2ccncc2)cc1 | 18% | -24% | -4% |
| CN(CC(=O)Nc1ccc(C#N)cc1)Cc1ccc(Cl)cc1 | ? | ? | 1% |

Back to the main list, starting 4 compounds before the break.
SMILES	DT40 TDP1 CPT	TDP1 cell noCPT	KAT2A inh
CCOC(=O)C1(CCc2ccccc2)CCN(Cc2ccccn2)CC1	-18%	?	11%
Cn1c(=O)c(NC(=O)c2ccccc2)c2n(c1=S)CCCCC2	?	-22%	-3%
Fc1cccc(/C=N/Nc2nccnc2Cl)c1	12µM*	15µM*	-17%
COc1ccc(/C=N/Nc2nc(Nc3ccccc3)nc(N3CCCC3)n2)cc1	?	?	-2%
CSc1ccc(C(=O)c2[nH]c(=O)[nH]c2C)cc1	-10%&0%	-7%&11%	?
Cc1ccc(C2C=C(c3ccccc3)Nc3nc(NS(C)(=O)=O)nn32)cc1 (configuration not stated)	3%	-2%	-7%
O=C(NC1CCCC1)C(c1ccncc1)N(C(=O)c1csnn1)c1ccccc1 (configuration not stated)	10%	3%	-2%
Nc1nc(N)n(-c2ccccc2)c(=Nc2ccccc2)n1	1%	7%	-3%
N#Cc1ccsc1NC(=O)CN1CCOCC1	-6%	17%	-6%
Cc1cccc(NS(=O)(=O)c2c(C(=O)N3CCCC3)c(C)n(C)c2C)c1	-2%	9%	-1%
CCCc1nc(N)c(C#N)c(-c2cccnc2)c1CC	-2%	-3%	-6%
Nc1nc(-c2ccc3c(c2)NC(=O)CO3)cs1	?	-25%	-9%
O=C(Nc1ccc(S(=O)(=O)N2CCCCC2)cc1)c1ccncc1	?	?	-9%
COc1cc(NC(=O)CSc2ncnc3c2cnn3Cc2ccccc2)cc(OC)c1	?	?	0%
C/C=C/CSc1nc2c(c(=O)[nH]c(=O)n2C)n1C(C)C	4%	-10%	-2%
Cc1ccc(C(=O)NCC(=O)OCC(=O)Nc2ncc(C(F)(F)F)cc2Cl)cc1	-5%	22%	-2%
O=C(Cc1ccsc1)Nc1ccccc1F	12%	-20%	-1%
Cc1cc(C)nc(NC(=O)CN2C(=O)c3ccccc3S2(=O)=O)n1	4%	-10%	0%
Cc1cc(C)c(S(=O)(=O)NCCn2ccc3ccccc32)c(C)c1	?	?	-11%
CCC(C)N(C(=O)CSc1ncnc2sccc12)C1CCS(=O)(=O)C1 (configuration not stated)	1%	?	-4%
Cc1c(C(=O)N(C)C2CCOC2)sc2ncnc(NCc3ccc4c(c3)OCO4)c12 (configuration not stated)	-10%[9.04 µM]	-27%	.
Cn1c(CNC(=O)c2cccs2)n[nH]c1=S	-6%	-7%	-2%
CC1CCCC(C)N1CCCNC(=O)Cn1cc2c(n1)CCCC2 (configuration not stated)	-12%	-9%	-13%
O=C(Nc1ccc(S(=O)(=O)N2CCCCC2c2cccnc2)cc1)c1ccccc1F (configuration not stated)	?	?	-10%
CC(C)CN(C(=O)c1cccc(S(=O)(=O)N2CCN(Cc3ccccc3)CC2)c1)C1CCS(=O)(=O)C1 (configuration not stated)	?	?	-2%
Cc1ccc(C(=O)N2CCCC(Nc3ccc(C(C)C)cc3)C2)cn1 (configuration not stated)	?	-25%	1%
C[C@H]1COC(=O)CCC/C=C\C[C@H](CC(=O)N(CCO)Cc2ccccc2)C(=O)N1	-18%	-23%	-1%
Nc1cc(=O)[nH]c2ncnn12	-5%	-5%	.
CC(=O)NCCNc1nc(-c2c(C)noc2C)nc2ccccc12	20%	17%	-6%

Additional results follow:
SMILES	DT40 TDP1 CPT	TDP1 cell noCPT	KAT2A inh
Cc1cccc(/C=C/C(=O)c2ccc(NC3=NCCCS3)cc2)c1	13µM*	7.3µM*	-13%
COC(=O)C(C(=O)OC)C1CCCCC1NS(=O)(=O)c1ccc(C)cc1 (configuration not stated)	-22%	-19%	.
O=c1c([N+](=O)[O-])cccn1Cc1ccccc1Cl	?	?	1%
Cc1ccc(Nc2nnc(SCC(=O)Nc3cccc(S(=O)(=O)N4CCCCC4)c3)s2)cc1	?	18µM*	-9%
COc1ccc2[nH]cc(C(=O)N3CCCCC3)c(=O)c2c1	-4%	-9%	-6%
COc1ccc(NC(=O)CN(C)S(=O)(=O)c2ccc3c(c2)OCCO3)c2ncccc12	-17%	?	-11%
Cc1nc2ccccn2c1C(=O)NCCCN1CCOCC1	-6%	-1%	1%
CC1CCN(C(=O)Cn2cnc3c(cnn3C(C)(C)C)c2=O)CC1	-7%	-7%	-4%
CSc1n[nH]c(NCc2ccccc2)n1	-7%	-19%	1%
CC(C)=NNc1nc(-c2ccccc2)cs1	?	?	-7%
CCOc1ccc2nc(SCC(=O)c3cccs3)sc2c1	?	?	-15%
O=[N+]([O-])c1ccc(N2CCN(c3ccccn3)CC2)c(Cl)c1	5%	?	-5%
CCN1CCN(CCCNC(=O)CCC(=O)N2CC(C)Oc3ccc(C)cc32)CC1 (configuration not stated)	2%	4%	?
CCc1ccccc1NC(=O)CNC(=O)c1ccc(OCc2cn3ccccc3n2)cc1	?	-21%	-13%
CCCNC(=O)C(Cc1ccc(I)cc1)NC(=O)C1CC1 (configuration not stated)	-18%	-19%	0%
CC(=O)OCC(=O)Nc1ccc(N=Nc2ccccc2)cc1	6%	?	18%
Nc1cc(S(=O)(=O)C(F)(F)F)ccc1C(=O)O	0%	-7%	-11%
CCc1nnc2sc(-c3ccc(NC(=O)CSc4ccc(Cl)cc4)cc3)nn12	-28%	?	.
COc1cc(NC(=O)CN2C(=O)CSc3ccc(S(=O)(=O)N4CCCC4)cc32)cc(OC)c1	?	?	-6%
COc1ccc(OCC(=O)Nc2cc(-c3cccc(Cl)c3)nn2-c2ccccc2)cc1	?	?	-4%
O=C(c1cccc(F)c1)N1CCC2(CC1)CN(c1ccccn1)C2	15µM*	?	-12%
Cc1cccc(OCC(=O)Nc2ccc3oc(-c4ccccc4F)nc3c2)c1	?	?	-6%
COc1ccc(NC(=O)CN(C)S(=O)(=O)c2ccc(Cl)cc2)cc1Cl	-4%	-22%	-4%
COc1ccc(OC)c(S(=O)(=O)CC(O)COc2ccccc2Cl)c1 (configuration not stated)	?	-10%	0%
CCOC(=O)COc1cccc2c(=O)n(CC(=O)NCc3ccc4c(c3)OCO4)ccc12	1.8µM*	1.8µM*	0%

Next part; it opens with the three that closed the last part.
SMILES	DT40 TDP1 CPT	TDP1 cell noCPT	KAT2A inh
COc1ccc(NC(=O)CN(C)S(=O)(=O)c2ccc(Cl)cc2)cc1Cl	-4%	-22%	-4%
COc1ccc(OC)c(S(=O)(=O)CC(O)COc2ccccc2Cl)c1 (configuration not stated)	?	-10%	0%
CCOC(=O)COc1cccc2c(=O)n(CC(=O)NCc3ccc4c(c3)OCO4)ccc12	1.8µM*	1.8µM*	0%
CCOc1ccc(NC(=O)CSc2ccc3nnc(-c4ccccn4)n3n2)cc1	-3%	-10%	-13%
Cc1ccc(-n2nnnc2SCC(=O)NNC(=O)c2ccco2)cc1C	?	-17%	-8%
COc1ccc(CCNc2ncnc3sc(C(=O)N4CCCCC4)c(C)c23)cc1OC	0%[9.04 µM]	18µM*	.
Cc1ccc(Nc2ccc3nonc3c2[N+](=O)[O-])cc1	-2%	13%	-1%
CNC(=O)Cc1csc2ccc(Cl)cc12	-5%	0%	3%
COC(=O)c1nc(N2CCN(S(=O)(=O)c3ccc(C)cc3)CC2)c2ccccc2n1	?	18µM*	.
N#C[C@H]1C2OC2c2ccccc2N1C(=O)c1ccccc1 (some centres not stated)	-15%	-11%	.
Nn1c(SCC(=O)Nc2cccnc2Cl)nnc1-c1ccccc1	?	-16%	?
Cc1cccc(C)c1-n1nnnc1C1c2ccccc2C(=O)N1CCOc1ccccc1 (configuration not stated)	-7%	?	.
Oc1cccc(/C=N/N2CCCCC2)c1O	-24%	?	-1%
CCOc1ccccc1NC(=O)c1cc(S(=O)(=O)N2CCOCC2)ccc1C	-25%	-16%	-1%
CCc1noc(C)c1C(=O)NNC(=O)c1ccccc1Cl	-6%	15%	1%
Cc1cc(C(=O)Nc2c(C)nn(Cc3c(Cl)cccc3Cl)c2C)no1	-1%	-21%	?
COc1ccccc1C(=O)Nc1c(C(=O)Nc2ccc(C)cc2)oc2ccccc12	21µM*	?	-2%
O=C(C[n+]1csc2ccccc21)c1ccccc1	?	?	.
COc1cc(C(=O)Nc2ccc3c(c2)OCCO3)ccc1-n1cnnn1	-6%	5%	-10%
Cn1cnnc1SCC(=O)NC1CCCc2ccccc21 (configuration not stated)	-7%	4%	-5%
O=C(C1CCN(S(=O)(=O)c2cccc3cccnc23)CC1)N1CCN(c2ccccn2)CC1	?	?	-4%
O=C(NCC1CCN(Cc2ccccc2F)CC1)Nc1cccc(Br)c1	?	16µM*	-9%
CCCn1ccnc1SC(C)C(=O)Nc1c(C)n(C)n(-c2ccccc2)c1=O (configuration not stated)	7%	-3%	0%
COC(=O)c1c(-c2ccccc2)csc1NC1=NS(=O)(=O)c2ccccc21	?	?	-13%
CCOC(=O)c1c(NC(=O)C(=O)N/N=C/c2ccccc2OC)sc2c1CCCCC2	?	-19%	?
O=C1CC(c2nc3ccccc3n2CCCOc2ccccc2)CN1c1ccc(F)cc1 (configuration not stated)	16µM*	8.2µM*	-11%
CCOc1ccc(CCNC(=O)COc2cc(=O)n(C)c3ccccc23)cc1OCC	0%	-23%	-6%
COc1ccccc1OCCCCN1CCN(c2ccccc2OC)CC1	?	?	-17%
